Compound activity (PubChem BioAssay)
TAAR1 antag – human TAAR1 antagonists, primary screen, Fluo-8 calcium fluorescence, CHO RD-HGA16 cells. Trace amine-associated receptor 1 (Homo sapiens), Q96RJ0. antagonist. inhibition, % at 3 µM. 360,000 tested, 1.5% active. AID 624466, 2012;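 active = inhibition above a per-plate cutoff, the mean inhibition of test compounds on that plate plus 3 SD, cut at about 49% in these data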;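 note: 0% = DMSO plus EC80 beta-PEA response and 100% = DMSO alone without agonist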
Target sequence (Q96RJ0 whole entry, looked up): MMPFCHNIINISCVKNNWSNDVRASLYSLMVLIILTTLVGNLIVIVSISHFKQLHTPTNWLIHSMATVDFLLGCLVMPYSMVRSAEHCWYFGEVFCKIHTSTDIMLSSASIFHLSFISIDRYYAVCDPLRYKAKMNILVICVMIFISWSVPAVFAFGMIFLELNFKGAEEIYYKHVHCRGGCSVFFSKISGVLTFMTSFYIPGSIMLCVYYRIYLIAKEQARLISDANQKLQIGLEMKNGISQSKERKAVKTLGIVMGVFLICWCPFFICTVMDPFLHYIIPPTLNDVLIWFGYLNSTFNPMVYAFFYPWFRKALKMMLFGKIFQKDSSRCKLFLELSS
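Assay system: CHO-derived RD-HGA16 cells stably expressing human TAAR1 plus Gα16. Timing: 140 s kinetic read after compound, 140 s after agonist. Technique: kinetic Fluo-8 calcium fluorescence measurement. Measure: % inhibition of agonist calcium response.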
CHO parental Ca – ATP-evoked calcium signal inhibitors, parental CHO, primary screen, counter-screen for OX1R antagonist project, cell-based, fluorescence, Fluo-8 calcium dye | parental CHO-K1, ATP-induced calcium, Fluo-8 fluorescence | inhibition, % at 5.6 µM | 330,000 tested, 0.63% active | AID 463079, 2010;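 active = inhibition above that plate's mean sample inhibition plus 3 SD, cut at about 26% in these data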;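 note: 0% = ATP-challenged DMSO wells and 100% = DMSO wells without ATP; some compounds past the cut are filed as inactive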
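Material: Parental CHO cells | Reagent: ATP | Compound dosing: Single nominal dose of 5.6 µM per compound | Detection: Intracellular calcium via Fluo-8 no-wash fluorescent dye | Read-out: % inhibition of ATP-induced calcium mobilization | Benchmarks: Low control ATP plus DMSO, high control DMSO only | Replicates: Singlicate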
CHRM1 agonist – human M1 muscarinic receptor agonists, primary screen, Fluo-8 calcium fluorescence, CHO-K1 cells, HTS | activation, % at 3 µM | Muscarinic acetylcholine receptor M1 (Homo sapiens), P11229 | CHO-K1 hM1, agonist mode; 0% DMSO, 100% acetylcholine EC100 | AID 588814, 2011 | 360,000 tested, 0.33% active;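 active = activation above the run's mean compound activation plus 3 SD, cut at about 16% in these data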;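 note: peak over basal fluorescence ratio within a 140 s kinetic read after compound addition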
Target sequence (P11229 whole entry, looked up): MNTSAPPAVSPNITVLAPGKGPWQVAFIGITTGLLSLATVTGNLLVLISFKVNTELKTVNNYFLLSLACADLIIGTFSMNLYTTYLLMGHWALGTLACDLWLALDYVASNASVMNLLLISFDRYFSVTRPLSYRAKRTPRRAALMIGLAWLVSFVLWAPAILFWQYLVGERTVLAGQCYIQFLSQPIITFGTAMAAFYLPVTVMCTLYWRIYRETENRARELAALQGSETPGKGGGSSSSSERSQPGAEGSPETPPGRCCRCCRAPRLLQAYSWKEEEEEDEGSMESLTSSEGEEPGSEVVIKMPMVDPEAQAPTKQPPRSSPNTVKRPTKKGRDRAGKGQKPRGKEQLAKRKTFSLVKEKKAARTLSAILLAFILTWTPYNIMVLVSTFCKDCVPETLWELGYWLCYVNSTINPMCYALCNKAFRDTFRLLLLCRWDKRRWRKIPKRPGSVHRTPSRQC
OXTR potentiate – human OXTR potentiators, primary screen, fluorescence, CHO-OTR cells, Fluo-8 calcium | Oxytocin receptor (Homo sapiens), P30559 | Fluo-8 calcium fluorescence, potentiator mode; 0% = oxytocin EC15, 100% = EC100 | activation, % at 3 µM | 320,000 tested, 0.061% active;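 active = activation above that plate's cutoff, the mean activation of tested compounds plus 3 SD, cut at about 6.6% in these data, passing the limit was not always enough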;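 note: 100% uses oxytocin at 75 nM as the full agonist control; some results filed as inactive read as strong as hits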
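System: human OTR in CHO cells / Also added: sub-maximal oxytocin, roughly EC15 / Control set: EC15 oxytocin low, 75 nM oxytocin high / Schedule: 6 min compound pre-incubation at room temperature, 100 s kinetic read / Compound: single-point 3.0 µM / Replication: singlicate / Technique: Fluo-8 calcium dye fluorescence / Read-out basis: % activation of max/min ratio relative to oxytocin controls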
TAAR1 ag – human TAAR1 agonists, primary screen, Fluo-8 calcium fluorescence, CHO RD-HGA16 cells; Trace amine-associated receptor 1 (Homo sapiens), Q96RJ0; vehicle wells 0%, saturating PEA agonist 100%; activation, % at 3 µM; 360,000 tested, 0.99% active; AID 624467, 2012;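 active = activation above the mean activation of all test compounds in the run plus 3 SD, cut at about 38% in these data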
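Assay system – CHO-derived RD-HGA16 cells with stable Gα16 and human TAAR1 · Compound dosing – one-point dosing at 3 µM (nominal) · Incubation – 17-24 h seeding, 75 min 37 °C dye, 30 min RT · Measured by – kinetic Fluo-8 calcium fluorescence · Control set – DMSO vehicle as 0%, PEA at EC100 as 100% · Repeats – single well for each compound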
M1 ag parental – counter-screen for M1 agonists: effect in parental CHO-K1 cells; activation, % at 3 µM; 360,000 tested, 0.48% active; Fluo-8 calcium fluorescence; scaled to maximal ATP response, vehicle zero; in the data active = activation above about 15%;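 note: untransfected CHO-K1 host cells lacking M1 receptor as counterscreen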
CHRM1 antagonist – human M1 muscarinic receptor antagonists, primary screen, CHO-K1 cells, Fluo-8 calcium fluorescence, 1536-well; CHO-K1 hM1, ACh EC80 antagonist; inhibition, % at 3 µM; 360,000 tested, 1.3% active;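 active = percent inhibition above its own plate's cutoff, namely the mean of that plate's compound wells plus 3 SD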;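 note: peak over basal fluorescence ratio during 140 s after agonist addition; 0% = ACh EC80 plus DMSO and 100% = DMSO alone without agonist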
CHO-K1 Ca antag – counter-screen for M1 antagonists: effect in parental CHO-K1 cells | ATP-induced calcium, Fluo-8 fluorescence | inhibition, % at 3 µM | 360,000 tested, 0.6% active;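 active = inhibition above a per-plate cutoff, the plate's mean sample inhibition plus 3 SD, cut at about 24% in these data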;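 note: 0% = DMSO plus EC80 ATP and 100% = DMSO alone without ATP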
CHO-K1 Ca PAM – nonselective calcium activators in parental CHO-K1 cells, primary screen, counter-screen for M1 PAM project, cell-based, Fluo-8 calcium fluorescence, full deck, 1536-well; activation, % at 3 µM; 360,000 tested, 0.02% active; AID 602247, 2012; ATP EC20; 0% at ATP EC20, 100% at ATP max;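 active = activation above the run cutoff, the mean activation of all test compounds plus 3 SD, cut at about 40% in these data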;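 note: peak over basal fluorescence ratio in a 140 s read after ATP addition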
* = called active by the depositor; · = no result given; & = joins results of further samples.

Sequence of screens: TAAR1 antag	CHO parental Ca	CHRM1 agonist	OXTR potentiate	TAAR1 ag	M1 ag parental	CHRM1 antagonist	CHO-K1 Ca antag	CHO-K1 Ca PAM
(1) O=C(NNC(=O)c1ccc2ccccc2c1)c1ccc(Cl)cc1
    -10.2	·	-1.6	·	1.5	0.3	-4.5	-7.2	15.0
(2) CCCOC(=O)c1ccc(Oc2cn[nH]c2-c2ccc(OC)cc2O)cc1
    18.2	0.9	-0.6	-11.2	15.8	-0.4	-8.3	10.4	-4.3
(3) CCOC(=O)C1=C(C)NC2=C(C(=O)c3ccccc32)C1c1ccc(O)cc1 (stereo not drawn)
    -4.2	-22.5	-3.8	-8.0	0.8	1.4	-0.9	-7.7	14.3
(4) CCc1ccccc1NC(=O)CN1CCC(NC(=O)COC)CC1
    12.2	-3.4	-3.9	-0.8	9.5	0.4	5.5	-2.9	14.2
(5) O=S(=O)(c1ccc(Br)cc1)N1CCOC12CCCCC2
    -9.7	-12.3	-9.3	-12.4	6.5	2.8	5.4	-0.1	-0.7
(6) CN(CCc1ccccc1)C(=O)c1cccc(NC(=O)Cc2cccc(NC(=O)C3CCN(C(=O)C4CCCC4)CC3)c2)c1
    -6.3	·	-6.8	·	-0.4	0.2	-7.6	-19.6	6.9
(7) O=C(NCCN1C(=O)S/C(=C\c2cccnc2)C1=O)c1ccc(S(=O)(=O)N2CCCC2)cc1
    49.1*	-12.1	-5.7	-1.9	2.6	2.3	-20.9	5.7	3.4
(8) Cc1cccc(-c2nc(S(=O)(=O)c3ccc(F)cc3)c(NCCCN3CCOCC3)o2)c1
    0.8	-21.0	-4.7	-2.5	0.4	1.5	6.3	-7.6	5.7
(9) Cc1ccc(CN2CCC(CNC(=O)C3CCCN(c4ncnc5c4nc4n5CCCCC4)C3)CC2)cc1 (stereo not drawn)
    -9.1	-29.7	-5.8	-11.3	-1.6	0.6	97.3*	-23.9	23.3
(10) C[C@@H](CO)NC(=O)c1ccc2c3n(nc2c1)-c1ccccc1CO3
    -1.8	-4.8	-3.9	-2.1	8.8	0.0	-0.2	0.3	-0.3
(11) COc1ccc(CCNC(=O)CCNS(=O)(=O)c2cc(Br)cnc2N)cc1OC
    -12.5	-16.3	-1.4	-6.5	0.5	1.3	-19.1	-8.7	7.8
(12) COc1ccc(C(=O)N2CCCC(c3cc(C(=O)NCc4ccc(F)cc4)no3)C2)cc1 (stereo not drawn)
    -14.9	·	-0.6	·	4.1	1.1	-10.1	-6.8	10.5
(13) CCOC(=O)CC1COc2ccccc2N1C(=O)c1ccc(F)cc1 (stereo not drawn)
    -7.4	-5.1	-3.6	-10.6	0.0	0.3	3.9	-14.0	-12.3
(14) Cc1c(Cl)cccc1S(=O)(=O)Nc1ccnn1C
    -5.5	-11.5	-3.1	4.0	13.2	0.5	-8.8	9.6	-23.0
(15) CSc1ccc(CN2CCC(C)(Oc3ccccc3C)C2)cc1 (stereo not drawn)
    -3.1	·	-5.6	·	-1.8	0.5	3.4	-5.8	11.3
(16) Cc1cc(C)nc(NS(=O)(=O)c2ccc(NC(=O)C3CC(=O)N(c4ccccc4)C3)cc2)n1 (stereo not drawn)
    -5.4	5.3	-6.1	-0.1	7.5	0.9	-7.3	-11.8	10.4
(17) Cc1ccc(OCc2cc(C(=O)NC3CCOC3)no2)cc1C (stereo not drawn)
    -16.7	-9.7	-1.3	-5.4	4.3	2.5	-13.7	-14.0	11.6
(18) O=C(Nc1cccnc1)c1c(F)cccc1F
    2.4	-1.2	-1.0	-3.6	6.8	-0.3	6.7	22.5	-12.5
(19) Cc1nn(Cc2ccc(F)cc2)c(Cl)c1/C=N/NC(=O)c1ccccc1
    29.5	-16.8	7.5	-16.1	5.3	2.8	-6.7	-12.9	13.6
(20) O=C(c1ccco1)[C@@H]1[C@@H]2C(=O)N(c3ccc(F)cc3)C(=O)[C@@H]2[C@H]2C=Cc3ccccc3N21
    14.2	-6.7	-1.6	-4.5	2.4	2.3	16.8	-10.2	20.7
(21) CCOC(=O)N1CCC(N(CCN(C)C)C(=S)Nc2cc(C)cc(C)c2)CC1
    -3.2	10.7	-13.2	-2.4	9.6	-0.1	15.2	0.8	5.8
(22) COC(=O)c1ccc(OCC(O)CN2CCC(C)CC2)cc1 (stereo not drawn)
    -20.6	-6.6	-13.3	-0.3	0.8	-0.1	1.7	-1.2	-3.1
(23) Cc1ccc(NC(=O)CCNC(=O)c2ccc(Br)cc2)cc1S(=O)(=O)N1CCOCC1
    -8.0	-23.8	-2.9	-10.6	1.0	0.6	13.1	2.0	2.6
(24) CSc1nc(NC(C)(C)C)nc(Oc2ccc(=O)[nH]n2)n1
    10.7	-11.1	-3.2	-1.6	3.4	0.1	3.5	-0.2	8.4
(25) Cc1cc(Cl)ccc1Nc1ncccc1C(N)=O
    -11.0	-7.4	-3.5	2.1	2.4	0.6	-5.1	-7.3	17.0
(26) Cc1ccc(-c2c(=O)n(O)c3ccccc3[n+]2[O-])cc1
    3.9	·	-1.6	·	-1.2	0.4	-16.7	-2.5	-0.9
(27) O=C(c1ccccc1)N1CCN(c2cc(Cl)nc3cc(-c4cccc(Cl)c4)nn23)CC1
    22.4	·	1.4	·	17.9	0.0	-6.5	-2.4	7.8
(28) Cn1cc(C(=O)N2CCN(c3ccccc3)CC2)c(=O)c2cc(S(=O)(=O)N3CCOCC3)ccc21
    -21.9	-1.1	-3.4	8.7	2.1	0.7	-5.1	-18.4	19.9
(29) COC(=O)COc1ccc(S(=O)(=O)NCc2ccc3c(c2)OCO3)cc1C
    1.3	-5.3	-3.0	0.6	-0.7	1.7	-10.4	3.1	2.7
(30) CCN(CC)CCCNC(=O)c1ccc2c3n(nc2c1)-c1ccc(Cl)cc1CO3
    4.7	-29.4	-10.8	-4.1	-1.2	-0.4	2.5	-6.6	15.3
(31) O=C(Nc1ccc(F)c(Cl)c1)Nc1cnccn1
    15.8	-4.3	-1.9	-1.1	4.6	-0.3	-3.1	12.0	-11.4
(32) CCCCNc1nc2ccccc2nc1Cl
    -1.5	-4.5	-4.3	-6.7	4.5	-0.9	-1.6	-1.0	10.3
(33) COc1ccc(C(C)=O)cc1CSCCC(=O)O
    -2.4	0.5	-1.8	-10.6	3.9	-0.2	-7.3	-4.4	-4.5
(34) COc1ccc(NC(=O)C2CC(c3c(F)cccc3Cl)=NO2)cc1 (stereo not drawn)
    10.6	0.4	-1.8	-3.0	2.7	2.8	-4.3	-8.9	11.9
(35) Cc1ccc2c(Cl)cc(Cl)c(OCC(=O)NC(=O)NCc3ccco3)c2n1
    10.8	-26.9	-3.4	-8.0	-1.4	0.4	-12.0	-2.8	15.0
(36) COc1ccc(C2CC(C)=NN2C=O)cc1OC (stereo not drawn)
    9.2	-11.7	-4.7	-0.2	1.7	0.5	-0.2	-6.0	15.5
(37) CN(Cc1ccc2c(c1)OCO2)C(=O)c1cc(-c2ccccc2)c(N2CCOCC2)s1
    26.4	-26.9	-2.8	-4.7	15.9	-0.2	5.7	-9.8	-10.7
(38) CN(CC(=O)Nc1ccc(Cl)c(Cl)c1)C(=O)CC1OC(=O)c2ccccc21 (stereo not drawn)
    -6.1	-20.7	-2.0	-18.2	8.1	1.2	22.9	11.9	-20.8
(39) Clc1ccccc1-c1nc(-c2ccncc2)no1
    -16.8&-48.4	-6.6&-22.8	-4.8&-3.6	-8.9&-0.2	6.8&-1.9	0.5&1.4	-6.3&-25.2	-13.7&-9.0	6.9&19.1
(40) Cc1nn(CC(=O)NCc2cccnc2)c(C)c1[N+](=O)[O-]
    -18.5	5.4	-2.2	-15.0	-1.9	0.1	-11.7	11.0	-17.2
(41) CC(C)C(=O)NCCc1nc2ccccc2n1CCc1ccccc1
    3.2	-16.2	-12.3	0.9	6.9	0.7	-11.2	0.8	13.7
(42) CCOC(=O)C1(CCc2ccccc2)CCN(Cc2c(O)cccc2OC)CC1
    -2.7	-13.2	-3.6	-9.2	2.3	0.8	9.5	1.4	8.1
(43) O=C(COc1ccccc1)Nc1nnc(COc2ccccc2)s1
    -2.9	·	1.7	·	0.3	0.6	8.8	-8.5	-4.4
(44) CC1=CC(=O)C(C(C)C)=C/C1=C(\c1cc(C(C)C)c(OP(=O)(O)O)cc1C)c1ccccc1C(=O)O
    -13.7	1.4	-8.0	11.2	-0.2	0.5	-5.0	-2.1	7.0
(45) Cc1sc2ncnc(OCC(=O)N3CCN(S(=O)(=O)c4ccc(Cl)cc4)CC3)c2c1C
    -0.1	-23.1	-2.6	-16.1	6.5	0.5	3.9	-1.1	-0.8
(46) O=C(O)C1CCCCC1C(=O)NCCc1ccccc1 (stereo not drawn)
    85.8*	-5.5	-1.1	0.5	97.5*	0.6	-9.2	-17.6	15.1
(47) O=C(Nc1ccc2c(c1)OCO2)c1c[nH]c(=O)n(-c2ccc(F)cc2)c1=O
    -7.2	-15.5	0.7	-4.3	1.0	1.5	-3.0	-7.0	-0.7
(48) COC(=O)c1ccc2c(=O)n(Cc3ccc4c(c3)OCO4)c(=S)[nH]c2c1
    -15.0	-8.1	-0.8	-6.0	1.8	0.2	-0.4	-8.8	-2.0
(49) COc1ccc(CN2C(=O)C(CC(=O)NCCCCc3ccccc3)CC(C(=O)N3CCCCCC3)=C2C)cc1 (stereo not drawn)
    -3.1	·	·	·	-0.6	0.4	·	-3.4	-5.8
(50) CCOc1ccccc1N(CC(=O)NC1CCCCC1)S(=O)(=O)c1ccc(C)cc1
    7.0	-8.2	-2.3	-10.8	3.2	-0.7	13.6	-3.9	-8.7
(51) O=C(O)c1ccc(CSc2nnc(SCc3ccccc3)s2)cc1
    -12.2	3.4	-2.7	-6.2	-1.1	0.3	-2.5	-14.1	10.1
(52) O=C(OCc1ccc(-c2ccccc2)cc1)c1cccc(O)c1
    28.4	16.7	-6.1	-8.0	-1.1	0.5	1.3	-10.2	16.7
